TcdB GH inh: TcdB glycohydrolase inhibitors, primary screen, biochemical, single point, plate reader; 0.24% of 350,000 active; Toxin B (Clostridioides difficile), P18177; inhibition, % at 9.99 µM; TcdB glycohydrolase enzymatic assay; AID 652162, 2013; in the data active means inhibition above about 10%
Target sequence (P18177 whole entry, looked up): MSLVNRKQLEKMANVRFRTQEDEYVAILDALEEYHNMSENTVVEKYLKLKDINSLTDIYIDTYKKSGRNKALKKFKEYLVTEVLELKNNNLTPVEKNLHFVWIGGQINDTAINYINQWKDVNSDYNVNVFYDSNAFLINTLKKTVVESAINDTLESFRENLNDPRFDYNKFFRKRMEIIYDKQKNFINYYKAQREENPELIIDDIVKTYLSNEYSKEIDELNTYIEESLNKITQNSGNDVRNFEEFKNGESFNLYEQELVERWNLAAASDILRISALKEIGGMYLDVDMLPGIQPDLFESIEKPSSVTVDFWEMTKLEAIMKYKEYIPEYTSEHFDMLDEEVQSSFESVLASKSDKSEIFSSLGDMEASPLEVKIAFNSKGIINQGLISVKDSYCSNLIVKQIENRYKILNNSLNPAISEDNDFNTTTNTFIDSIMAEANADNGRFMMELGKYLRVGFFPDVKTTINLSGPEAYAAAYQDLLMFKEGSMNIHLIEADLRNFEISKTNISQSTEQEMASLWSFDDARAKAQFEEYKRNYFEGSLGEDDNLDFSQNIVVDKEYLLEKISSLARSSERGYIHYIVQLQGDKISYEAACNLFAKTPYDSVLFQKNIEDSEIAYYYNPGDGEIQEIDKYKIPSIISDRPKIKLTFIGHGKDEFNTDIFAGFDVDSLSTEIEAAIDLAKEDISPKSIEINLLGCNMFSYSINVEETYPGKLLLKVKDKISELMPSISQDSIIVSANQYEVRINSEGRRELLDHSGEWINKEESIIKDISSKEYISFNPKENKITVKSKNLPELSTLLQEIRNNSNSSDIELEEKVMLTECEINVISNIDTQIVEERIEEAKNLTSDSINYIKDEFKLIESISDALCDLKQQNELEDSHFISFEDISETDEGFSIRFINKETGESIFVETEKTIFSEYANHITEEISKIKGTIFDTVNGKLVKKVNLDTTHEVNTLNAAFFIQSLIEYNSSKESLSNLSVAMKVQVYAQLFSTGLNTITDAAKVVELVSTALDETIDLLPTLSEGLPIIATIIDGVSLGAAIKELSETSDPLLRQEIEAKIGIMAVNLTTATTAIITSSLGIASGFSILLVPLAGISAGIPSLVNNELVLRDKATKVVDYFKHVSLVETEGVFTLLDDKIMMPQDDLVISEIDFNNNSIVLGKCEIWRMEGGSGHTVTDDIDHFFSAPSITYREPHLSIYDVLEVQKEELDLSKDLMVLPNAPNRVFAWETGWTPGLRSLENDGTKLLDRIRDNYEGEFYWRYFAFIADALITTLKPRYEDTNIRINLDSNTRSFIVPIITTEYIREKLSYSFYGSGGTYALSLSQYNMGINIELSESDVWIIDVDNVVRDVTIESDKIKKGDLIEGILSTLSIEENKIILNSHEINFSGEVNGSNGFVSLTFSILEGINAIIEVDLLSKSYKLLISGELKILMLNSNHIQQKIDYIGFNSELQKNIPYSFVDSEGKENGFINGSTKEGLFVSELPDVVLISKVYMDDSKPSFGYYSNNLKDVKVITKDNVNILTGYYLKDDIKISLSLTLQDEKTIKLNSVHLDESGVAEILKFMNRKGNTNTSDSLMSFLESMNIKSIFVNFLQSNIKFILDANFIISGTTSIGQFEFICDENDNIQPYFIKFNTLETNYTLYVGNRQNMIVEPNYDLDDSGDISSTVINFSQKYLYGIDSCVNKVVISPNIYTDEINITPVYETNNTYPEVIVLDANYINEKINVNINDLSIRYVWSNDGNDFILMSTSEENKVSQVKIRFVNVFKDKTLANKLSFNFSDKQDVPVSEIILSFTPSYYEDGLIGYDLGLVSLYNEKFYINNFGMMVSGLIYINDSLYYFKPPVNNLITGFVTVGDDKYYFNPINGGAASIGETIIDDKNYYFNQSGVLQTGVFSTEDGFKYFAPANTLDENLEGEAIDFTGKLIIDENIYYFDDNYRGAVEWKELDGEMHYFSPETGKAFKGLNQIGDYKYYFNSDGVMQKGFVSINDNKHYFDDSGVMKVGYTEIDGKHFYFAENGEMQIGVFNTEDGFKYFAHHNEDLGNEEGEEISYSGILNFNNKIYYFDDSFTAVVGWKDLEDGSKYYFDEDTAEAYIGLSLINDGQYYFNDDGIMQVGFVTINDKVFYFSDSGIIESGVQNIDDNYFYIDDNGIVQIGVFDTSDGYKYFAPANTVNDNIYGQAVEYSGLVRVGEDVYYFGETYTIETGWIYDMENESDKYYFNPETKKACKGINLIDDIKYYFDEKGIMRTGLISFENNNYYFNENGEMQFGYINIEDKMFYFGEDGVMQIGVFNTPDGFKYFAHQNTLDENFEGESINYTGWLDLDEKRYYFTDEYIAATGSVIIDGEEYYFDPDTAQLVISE
Mtb BioA inh: M. tuberculosis BioA enzyme inhibitors, primary screen, biochemical, plate reader, single point, HTS; inhibition, % at 9.99 µM; purified M. tuberculosis BioA enzyme; AID 602481, 2012; 0.096% of 360,000 active; 7,8-diaminopelargonic acid synthase BioA (Mycobacterium tuberculosis); in the data active means inhibition above about 40%
An asterisk follows results filed as active. This is a subset. The share of hits here may be higher or lower than overall.

SMILES | TcdB GH inh | Mtb BioA inh
CN(C)c1ccc2c(c1)[C@@H]1C[C@H](CC(=O)O)O[C@H](CO)[C@@H]1O2 | -46.3 | -1.9
CC(C)(C)[S@](=O)N1Cc2cc(C(=O)N[C@@H]3CCN(Cc4ccccc4)C3)nc(-c3cccc(-c4cccnc4)c3)c2[C@@H]1CCO | 0.7 | 1.1
C[C@H](CO)N1C[C@H](C)[C@@H](CN(C)Cc2ccncc2)Oc2ccc(NC(=O)CCC(F)(F)F)cc2C1=O | -0.2 | -1.6
CC(C)NC(=O)N(C)C[C@H]1OCCCC[C@@H](C)Oc2ccc(NC(=O)CCC(F)(F)F)cc2C(=O)N([C@H](C)CO)C[C@@H]1C | -2.1 | -0.7
C[C@@H]1CN([C@H](C)CO)C(=O)c2cccc(NS(=O)(=O)c3ccc(F)cc3)c2O[C@@H]1CN(C)C(=O)NC1CCCCC1 | 0.0 | 0.6
CCCNC(=O)[C@@H]1[C@@H](CO)[C@@H]2Cn3c(ccc(C4=CCCC4)c3=O)[C@H]1N2C(=O)CC1CC1 | 0.1 | -1.7
O=C(CN1CCOCC1)NCC[C@H]1CC[C@@H](NC(=O)Nc2ccc(C(F)(F)F)cc2)[C@H](CO)O1 | 1.0 | -0.2
C[C@H](O)C#Cc1ccc([C@H]2[C@@H](CO)N3CCCCN(C(=O)c4ccncc4)C[C@@H]23)cc1 | 0.5 | 1.6
CO[C@@H]1CN(C)C(=O)c2cc(NC(=O)NC(C)C)ccc2OC[C@H](C)N(C(=O)CC2CC2)C[C@H]1C | -0.1 | -1.8
CCC(=O)Nc1ccc2c(c1)C(=O)N(C)C[C@@H](OC)[C@@H](C)CN(C(=O)Cc1cccnc1)[C@H](C)CO2 | -0.4 | 0.4
Cc1noc(C)c1NC(=O)Nc1cccc2c1O[C@H](CN(C)C)[C@@H](C)CN([C@@H](C)CO)C2=O | -0.5 | 0.6
COc1ccc(NC(=O)Nc2ccc3c(c2)CC(=O)N([C@@H](C)CO)C[C@H](C)[C@@H](CN(C)CC2CC2)O3)cc1 | 0.4 | -9.7
Cc1noc(C)c1S(=O)(=O)Nc1ccc2c(c1)CC(=O)N([C@H](C)CO)C[C@@H](C)[C@H](CN(C)Cc1ccc(C(F)(F)F)cc1)O2 | 1.5 | 4.8
COc1ccc(NC(=O)N(C)C[C@H]2OCc3ccccc3-c3ccccc3C(=O)N([C@H](C)CO)C[C@@H]2C)cc1 | -0.7 | -0.5
COc1ccc(S(=O)(=O)N(C)C[C@H]2OCCCC[C@@H](C)Oc3ccc(NC(=O)c4ccncc4)cc3C(=O)N([C@@H](C)CO)C[C@H]2C)cc1 | 0.7 | 0.6
O=C(Nc1ccccc1F)N[C@H]1CC[C@@H](CCNC(=O)C2CC2)O[C@@H]1CO | -3.5 | -4.5
C/C=C/c1ccc2c(c1)O[C@@H](CN(C)C)[C@H](C)CN([C@@H](C)CO)S2(=O)=O | -0.8 | 0.0
CN(C)CC(=O)N1[C@H](C#N)[C@H](c2ccc(C#CC3CCCC3)cc2)[C@@H]1CO | 0.0 | 1.1
Cc1noc(C)c1NC(=O)Nc1ccc2c(c1)C(=O)N([C@@H](C)CO)C[C@H](C)[C@H](CN(C)Cc1ccc(C(F)(F)F)cc1)OCCCC[C@@H](C)O2 | 0.0 | 3.9
O=C(Nc1cccc(Cl)c1)N[C@H]1CC[C@@H](CCNC(=O)C2CC2)O[C@@H]1CO | 0.4 | -2.7
O=C(N[C@H]1CC[C@@H](CCn2cc(C3(O)CCCC3)nn2)O[C@H]1CO)C1CCCC1 | 0.0 | -1.7
CCC(=O)NC[C@H]1[C@@H](c2ccc(-c3ccccc3)cc2)[C@H](CO)N1C(=O)C1CC1 | 0.8 | -2.4
CO[C@@H](CN(C)C(=O)c1cnccn1)[C@H](C)CN([C@@H](C)CO)S(=O)(=O)c1ccc(C)cc1 | 0.3 | 0.1
COc1ccc(NC(=O)Nc2ccc3c(c2)[C@H]2C[C@H](CC(=O)NCCc4ccccc4)O[C@@H](CO)[C@H]2O3)cc1 | -11.1 | -4.5
C[C@H]1CN([C@@H](C)CO)C(=O)Cc2cc(NC(=O)Cn3cnnn3)ccc2O[C@H]1CN(C)Cc1ccccc1 | -0.8 | 1.3
O=C(C[C@@H]1CC[C@@H](NC(=O)C2CCOCC2)[C@H](CO)O1)NCc1ccccc1Cl | 0.0 | 0.2
CC(=O)N[C@@H]1CC[C@@H](CC(=O)NCc2ccc(Cl)cc2)O[C@H]1CO | -0.6 | -3.1
C[C@@H]1CN([C@@H](C)CO)C(=O)Cc2cc(NC(=O)Nc3ccccc3)ccc2O[C@H]1CN(C)CC1CC1 | -2.0 | 2.1
CCNC(=O)[C@@H]1[C@@H](CO)[C@@H]2Cn3c(ccc(-c4ccncc4)c3=O)[C@@H]2N1Cc1cc(F)ccc1F | 0.7 | -0.4
C[C@@H]1CN([C@@H](C)CO)S(=O)(=O)c2ccc(C#CC(C)(C)O)cc2O[C@@H]1CN(C)Cc1ccccc1 | -0.2 | -0.2
C[C@H]1CN([C@@H](C)CO)S(=O)(=O)c2ccc(C3=CCCCC3)cc2O[C@H]1CN(C)Cc1cncnc1 | 0.0 | 0.5
O=C(c1ccccc1)N1CC[C@H]2[C@H](CO)Nc3ccc(-c4ccccc4F)cc3[C@H]21 | -1.0 | -1.2
O=C(C[C@@H]1CC[C@H](NC(=O)c2ccccc2)[C@H](CO)O1)NCCc1ccncc1 | 1.2 | 2.9
CC(C)NC(=O)Nc1ccc2c(c1)C(=O)N([C@H](C)CO)C[C@@H](C)[C@@H](CN(C)C(=O)Nc1ccc(C(F)(F)F)cc1)O2 | 1.4 | -1.0
COc1cccc(-c2ccc3c(c2)[C@@H]2[C@@H](CCN2S(=O)(=O)c2ccccc2C)[C@@H](CO)N3)c1 | -11.2 | -1.3
O=C(C[C@@H]1CC[C@@H]2[C@H](COC[C@H](O)CN2S(=O)(=O)c2ccccc2)O1)Nc1ccc(-c2ccccc2)cc1 | -0.4 | 0.6

Overlap with the part before: six entries, then new ones.
SMILES | TcdB GH inh | Mtb BioA inh
C[C@H]1CN([C@@H](C)CO)S(=O)(=O)c2ccc(C3=CCCCC3)cc2O[C@H]1CN(C)Cc1cncnc1 | 0.0 | 0.5
O=C(c1ccccc1)N1CC[C@H]2[C@H](CO)Nc3ccc(-c4ccccc4F)cc3[C@H]21 | -1.0 | -1.2
O=C(C[C@@H]1CC[C@H](NC(=O)c2ccccc2)[C@H](CO)O1)NCCc1ccncc1 | 1.2 | 2.9
CC(C)NC(=O)Nc1ccc2c(c1)C(=O)N([C@H](C)CO)C[C@@H](C)[C@@H](CN(C)C(=O)Nc1ccc(C(F)(F)F)cc1)O2 | 1.4 | -1.0
COc1cccc(-c2ccc3c(c2)[C@@H]2[C@@H](CCN2S(=O)(=O)c2ccccc2C)[C@@H](CO)N3)c1 | -11.2 | -1.3
O=C(C[C@@H]1CC[C@@H]2[C@H](COC[C@H](O)CN2S(=O)(=O)c2ccccc2)O1)Nc1ccc(-c2ccccc2)cc1 | -0.4 | 0.6
COc1ccc(S(=O)(=O)N(C)C[C@H]2OCCCC[C@@H](C)Oc3ccc(NS(=O)(=O)c4ccccc4)cc3C(=O)N([C@@H](C)CO)C[C@H]2C)cc1 | -1.6 | -2.2
C[C@@H]1CN([C@H](C)CO)C(=O)c2cc(NS(C)(=O)=O)ccc2O[C@H]1CN(C)S(=O)(=O)c1ccc(Cl)cc1 | -0.3 | 2.5
Cc1noc(C)c1NC(=O)N(C)C[C@@H]1Oc2ncc(/C=C/c3ccccc3)cc2C(=O)N([C@@H](C)CO)C[C@H]1C | -1.1 | -2.3
CNC[C@@H]1OCCCC[C@@H](C)Oc2ccc(NS(=O)(=O)c3cccs3)cc2C(=O)N([C@@H](C)CO)C[C@H]1C | -0.8 | -2.7
C[C@@H]1CN([C@H](C)CO)C(=O)c2cc(-c3ccccc3F)cnc2O[C@@H]1CN(C)C(=O)NC1CCCC1 | 0.7 | -0.4
CCCC(=O)Nc1ccc2c(c1)C(=O)N(C)[C@H]1CC[C@H](CC(=O)NCc3ccccc3)O[C@H]1CO2 | 0.4 | 2.0
C[C@H]1CN([C@@H](C)CO)C(=O)c2cc(NC(=O)c3ccncc3)ccc2O[C@@H]1CN(C)S(=O)(=O)c1ccc(F)cc1 | -0.1 | 1.5
CC(C)C#Cc1ccc2c(c1)O[C@H](CN(C)CC1CCOCC1)[C@H](C)CN([C@@H](C)CO)S2(=O)=O | 0.5 | -0.9
CO[C@@H]1CN(C)C(=O)c2ccc(NC(=O)c3ccccc3)cc2OC[C@@H](C)N(CC2CC2)C[C@@H]1C | 0.8 | 0.3
CN(C)CC(=O)N1[C@H](C#N)[C@@H](c2ccc(C#CC3CC3)cc2)[C@H]1CO | 0.7 | 0.2
CCCN(C)C[C@@H]1OCCCC[C@H](C)Oc2ccc(NC(=O)Nc3ccc(F)cc3)cc2C(=O)N([C@H](C)CO)C[C@@H]1C | -0.7 | -1.0
COc1ccccc1NC(=O)N1CCCCN2[C@H](CO)[C@@H](c3ccc(-c4ccccc4)cc3)[C@@H]2C1 | 0.4 | -2.9
C[C@H]1CN([C@@H](C)CO)C(=O)Cc2cc(NS(=O)(=O)c3cn(C)cn3)ccc2O[C@@H]1CN(C)S(=O)(=O)c1ccccc1 | -0.8 | -2.2
CCC(=O)N(C)C[C@@H]1Oc2ncc(C#Cc3ccccc3OC)cc2C(=O)N([C@H](C)CO)C[C@H]1C | -1.0 | -3.3
C[C@@H]1CN([C@H](C)CO)S(=O)(=O)c2ccc(-c3cccnc3)cc2O[C@H]1CN(C)Cc1cncnc1 | 0.5 | 1.3
COCC#Cc1cnc2c(c1)C(=O)N([C@@H](C)CO)C[C@@H](C)[C@@H](CN(C)C(=O)CCN1CCCCC1)O2 | 1.3 | 1.6
O=C(C[C@@H]1CC[C@@H]2[C@H](COC[C@H](O)CN2Cc2ccc(F)cc2)O1)NCc1ccncn1 | 0.9 | -0.5
C[C@H]1CN([C@@H](C)CO)C(=O)c2cc(/C=C/c3ccccc3)cnc2O[C@@H]1CN(C)C(=O)c1cccc(F)c1 | -0.1 | 2.5
O=C(C[C@@H]1C=C[C@H](NC(=O)Nc2cc(F)ccc2F)[C@H](CO)O1)NCc1ccc2c(c1)OCO2 | 0.6 | 2.9
C[C@@H]1CN([C@@H](C)CO)C(=O)c2cc(-c3cccc(C#N)c3)cnc2O[C@H]1CN(C)Cc1ccccc1 | 0.0 | 1.1
CCC(=O)N1C[C@H]2[C@@H](c3ccccc31)[C@@H](CO)N2Cc1ccccc1OC | -2.4 | -1.8
O=C(C[C@H]1CC[C@@H]2[C@H](COC[C@@H](O)CN2C(=O)Nc2ccc(C(F)(F)F)cc2)O1)NCC1CCCCC1 | 0.4 | 2.4
CC(C)C#Cc1ccc2c(c1)O[C@H](CN(C)C(=O)c1ccccc1)[C@@H](C)CN([C@@H](C)CO)S2(=O)=O | 0.3 | 1.7
C[C@H]1CN([C@@H](C)CO)C(=O)c2ccccc2-c2ccccc2CO[C@@H]1CN(C)C(=O)Cc1ccccc1 | -0.5 | -0.1

Part of the list above in order of count of non-hydrogen atoms, rising:
SMILES | TcdB GH inh | Mtb BioA inh
CCC(=O)N1C[C@H]2[C@@H](c3ccccc31)[C@@H](CO)N2Cc1ccccc1OC | -2.4 | -1.8
CCC(=O)N(C)C[C@@H]1Oc2ncc(C#Cc3ccccc3OC)cc2C(=O)N([C@H](C)CO)C[C@H]1C | -1.0 | -3.3
O=C(C[C@H]1CC[C@@H]2[C@H](COC[C@@H](O)CN2C(=O)Nc2ccc(C(F)(F)F)cc2)O1)NCC1CCCCC1 | 0.4 | 2.4

The list goes on.
SMILES | TcdB GH inh | Mtb BioA inh
C[C@@H]1CN([C@H](C)CO)C(=O)c2cccc(N(C)C)c2O[C@@H]1CN(C)C(=O)Nc1ccc2c(c1)OCO2 | 3.1 | 0.7
C[C@@H]1CN([C@@H](C)CO)C(=O)c2cc(NS(=O)(=O)c3ccc(Cl)cc3)ccc2O[C@H]1CN(C)Cc1ccccc1 | 0.7 | 1.3
COCC(=O)Nc1ccc2c(c1)C(=O)N(C)[C@H]1CC[C@@H](CC(=O)NCc3ccccc3F)O[C@H]1CO2 | -2.6 | 8.4
COc1cccc(S(=O)(=O)N(C)C[C@@H]2Oc3cc(C4=CCCCC4)ccc3S(=O)(=O)N([C@@H](C)CO)C[C@H]2C)c1 | 0.0 | 0.8
O=C(CC1CC1)N[C@H]1CC[C@@H](CCNS(=O)(=O)c2ccc(Cl)cc2)O[C@@H]1CO | 0.7 | -2.7
Cc1ccc(S(=O)(=O)Nc2ccc3c(c2)C(=O)N([C@@H](C)CO)C[C@@H](C)[C@H](CN(C)C(=O)Nc2c(C)noc2C)OCCCC[C@@H](C)O3)cc1 | 1.5 | -0.2
CCNC(=O)C[C@@H]1CC[C@H]2[C@@H](COC[C@@H](O)CN2C(=O)c2cccnc2)O1 | -1.4 | 5.6
CCCNC(=O)Nc1ccc2c(c1)OC[C@@H](C)N(CC1CCCC1)C[C@@H](C)[C@H](OC)CN(C)C2=O | -0.6 | 0.0
COc1ccccc1-c1cnc2c(c1)C(=O)N([C@H](C)CO)C[C@@H](C)[C@@H](CN(C)Cc1cccnc1)O2 | 2.6 | 5.0
O=C(CCN1CCCCC1)NCC[C@H]1CC[C@@H](NC(=O)C2CC2)[C@@H](CO)O1 | 0.0 | -0.4
C[C@H](CO)N1C[C@H](C)[C@@H](CN(C)Cc2ccc(C(=O)O)cc2)Oc2c(NC(=O)Nc3cccc4ccccc34)cccc2C1=O | -2.8 | -3.0
CN(C)C(=O)c1cccc(-c2ccc([C@H]3[C@@H](CO)N4CCCCN(CC5CCOCC5)C[C@H]34)cc2)c1 | -1.3 | 4.3
C[C@@H]1CN([C@@H](C)CO)C(=O)c2cc(NS(=O)(=O)c3ccc(Cl)cc3)ccc2O[C@@H]1CN(C)CC1CCCCC1 | 1.7 | -0.1
O=C(C[C@H]1CC[C@@H]2[C@H](COC[C@@H](O)CN2S(=O)(=O)c2cccc(Cl)c2)O1)NC1CCC1 | -9.2 | 0.5

Bioassay records: PubChem, Broad Institute
